NPR1 activator: GC-A (human) enzyme activation; HEK293 GC-A cells, cGMP TR-FRET, EC30 ANP; 0% at EC30 ANP, 100% saturating ANP; activation, % at 10 µM; 370,000 tested, 0.14% active; AID 1671463; in the data active = activation above about 40%
ARFGAP1 inh: inhibitors of rat ARFGAP1; Q62848; Arfgap1-stimulated ARF1 GTP hydrolysis, GDP FP detection; inhibition, % at 16.5 µM; 360,000 tested, 0.26% active; AID 651572;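 active = inhibition above a per-plate limit, mean inhibition of low control wells plus 3 SD, cut at about 25% in these data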;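 note: 0% = DMSO wells with enzyme and 100% = wells lacking Arfgap1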
Target sequence (Q62848 1-136 limits assumed): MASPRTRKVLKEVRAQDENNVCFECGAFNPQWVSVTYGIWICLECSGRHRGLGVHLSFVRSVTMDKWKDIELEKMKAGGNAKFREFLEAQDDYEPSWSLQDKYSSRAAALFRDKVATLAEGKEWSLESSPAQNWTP
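Replicates: Single well per compound | Assay system: Truncated rat Arfgap1 GAP domain | Control set: No-Arfgap1 wells (100%) versus DMSO full-reaction wells (0%) | Times: Enzyme reaction 120 min at 25 °C after 20 min preincubation | Reagent: Human ARF1(Δ1-17)-GTP substrate | Measured by: Tracer-displacement fluorescence polarization with EDTA stop, 620/688 nm | Measure: Percent inhibition of Arfgap1-stimulated GTP hydrolysis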
FXN GAA850 act: frataxin GAA850 promoter activation; HEK293 lucGAA850 FXN promoter luciferase reporter, 24 h; percent of 10 µM SAHA response; activation, % at 6 µM; 360,000 tested, 0.56% active;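 active = activation above the average of all compounds screened plus 3 SD, cutoff fixed separately per campaign, cut at about 7.5% in these data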;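 note: 0% = DMSO wells and 100% = 10 µM SAHA wells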
ASAP1 GAP inh: inhibitors of human ASAP1 ArfGAP activity. Q9ULH1. ASAP1-stimulated ARF1 GTP hydrolysis, GDP FP detection. inhibition, % at 16.5 µM. 360,000 tested, 0.19% active. AID 624377; in the data active = inhibition above about 25%;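 note: 0% = vehicle with enzyme and substrate and 100% = no enzyme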
Target sequence (Q9ULH1 325-724 limits assumed): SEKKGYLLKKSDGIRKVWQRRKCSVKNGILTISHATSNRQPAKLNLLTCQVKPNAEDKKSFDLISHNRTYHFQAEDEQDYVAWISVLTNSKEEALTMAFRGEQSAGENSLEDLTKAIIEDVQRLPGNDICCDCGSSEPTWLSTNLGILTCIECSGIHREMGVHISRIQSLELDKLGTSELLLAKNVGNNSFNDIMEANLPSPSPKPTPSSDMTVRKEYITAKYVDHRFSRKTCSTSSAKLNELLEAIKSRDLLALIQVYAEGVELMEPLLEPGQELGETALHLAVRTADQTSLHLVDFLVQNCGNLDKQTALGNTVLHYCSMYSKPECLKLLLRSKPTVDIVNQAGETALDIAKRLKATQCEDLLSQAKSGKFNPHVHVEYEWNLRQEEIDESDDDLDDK
DDE Tn6 FP inh: inhibitors of Tn6 peptide binding to human fibrin DD(E) | 370,000 tested, 0.21% active | Fibrin DD(E) TRITC-Tn6 fluorescence polarization displacement | inhibition, % at 8.3 µM | P02675 | AID 720509;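 active = inhibition above a per-campaign cutoff: mean of compounds within control limits plus 3 SD, cut at about 15% in these data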;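 note: 0% = median of all compound wells on the plate and 100% = blocking peptide control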
GC-B act: GC-B (human) receptor activation | P20594 | HEK293-GC-B cells, CNP EC30, cGMP TR-FRET; 0% at EC30 CNP, 100% saturating CNP | activation, % at 10 µM | 370,000 tested, 0.11% active;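 active = activation at 10 µM reaching about 35% in either raw or pattern-adjusted values, limit read from the data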
ADAM10 inh: inhibitors of human ADAM10 | inhibition, % at 7 µM | recombinant ADAM10, EDANS/DABCYL FRET peptide cleavage, 3 h | O14672 | 370,000 tested, 0.62% active;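 active = inhibition above a per-campaign cutoff equal to the mean of compounds falling between control-based bounds plus 3 SD, cut at about 20% in these data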;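 note: 0% = DMSO wells while the 100% control is not disclosed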
Target sequence (O14672 214-748 limits assumed): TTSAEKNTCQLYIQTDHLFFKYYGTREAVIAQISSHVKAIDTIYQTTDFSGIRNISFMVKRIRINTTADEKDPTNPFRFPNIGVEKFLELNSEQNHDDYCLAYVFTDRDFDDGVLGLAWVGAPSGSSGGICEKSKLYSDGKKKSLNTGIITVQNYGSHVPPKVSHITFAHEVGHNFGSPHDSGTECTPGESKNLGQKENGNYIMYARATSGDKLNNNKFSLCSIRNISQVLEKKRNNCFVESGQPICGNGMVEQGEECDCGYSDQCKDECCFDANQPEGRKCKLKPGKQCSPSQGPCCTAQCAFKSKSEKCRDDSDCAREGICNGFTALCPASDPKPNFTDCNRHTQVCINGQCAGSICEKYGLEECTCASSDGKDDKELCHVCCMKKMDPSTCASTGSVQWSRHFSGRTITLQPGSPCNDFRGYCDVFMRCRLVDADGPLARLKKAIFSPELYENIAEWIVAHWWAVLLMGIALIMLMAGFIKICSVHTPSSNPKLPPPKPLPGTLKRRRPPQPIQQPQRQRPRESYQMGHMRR
rCAG RNA binder: molecules binding r(CAG) RNA repeats; 370,000 tested, 1.3% active; r(CAG) RNA repeat, TO-PRO-1 dye displacement fluorescence; inhibition, % at 3 µM; AID 651821;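 active = inhibition above the plate cutoff, the mean of all test compounds on that plate plus 3 SD, cut at about 35% in these data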;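 note: 0% = DMSO alone and 100% = 100 µM mitoxantrone as full dye displacement; higher means more dye released from RNA so lower well fluorescence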
HGIII-sPLA2 inh: Blocks human group III sPLA2 activity; inhibition, % at 12.2 µM; QFRET BODIPY PC-A2 liposome hydrolysis, fluorescence; Q9NZ20; 370,000 tested, 0.56% active;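 active = inhibition above mean plus 3 SD of compounds lying within the high and low control bounds, cut at about 19% in these data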;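 note: 0% = median of test compound wells and 100% = no enzyme DMSO wells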
KLK7 zymogen act: proKLK7 (human) activation, primary screen; activation, % at 7 µM; P49862; 370,000 tested, 0.9% active; AID 652039; purified proKLK7, EDANS-DABCYL substrate fluorescence; 100% is mature enzyme control, 0% vehicle;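 active = activation above the mean of all tested compounds plus 3 SD, computed per campaign excluding outliers beyond control limits, cut at about 13% in these data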
Numbers without * were called inactive; i = inactive; . = no result given. Rows were taken by chance (roughly 4.5% active in at least one column).

SMILES	NPR1 activator	ARFGAP1 inh	FXN GAA850 act	ASAP1 GAP inh	DDE Tn6 FP inh	GC-B act	ADAM10 inh	rCAG RNA binder	HGIII-sPLA2 inh	KLK7 zymogen act
CC(C)CC(CO)N1CCN(C(=O)c2ccc(C(C)(C)C)cc2)CCC1=O (stereo not given)	2.4	1.2	1.7	1.0	4.2	1.4	1.8	-5.5	-5.3	-0.1
O=C(COC(=O)c1ccc(S(=O)(=O)N2CCOCC2)cc1)NC1CCCC1	1.8	-2.6	1.0	4.2	-5.7	4.0	-0.7	1.3	1.5	-0.1
N#C/C(=C(/O)c1ccc2c(c1)OCO2)c1nc2cc(C(F)(F)F)ccc2s1	-0.9	-4.0	0.9	17.4	3.0	1.2	2.3	28.9	-2.0	-0.4
O=C(CN1CCN(C(c2ccccc2)c2ccccc2)CC1)N1N=CCC1c1ccccc1 (stereo not given)	5.5	5.1	-3.4	-5.8	0.5	-0.3	1.8	-8.7	0.9	0.3
O=C1C2CCCN2C(c2ccccc2)N1c1nccs1 (stereo not given)	-0.3	8.7	1.0	-1.9	3.7	2.6	-4.5	0.2	-1.7	0.4
CCCNC(=O)C1(C)CCCN(C(=O)c2ccc(F)cc2Cl)C1 (stereo not given)	-0.9	-13.1	2.6	3.2	7.1	7.3	-5.3	1.5	-3.4	0.1
COc1c(C)cc(Br)cc1C(=O)Nc1ccc(S(N)(=O)=O)cc1	-11.7	-1.9	2.9	4.9	-0.5	-7.3	1.8	9.2	-10.3	0.4
CCCCOc1ccc(C(=O)N2CCNC(=O)C2)cc1	4.3	1.5	0.6	-1.0	3.6	-1.7	-12.8	-1.5	9.9	-0.1
COc1ccc(C(=O)Nc2ccc3[nH]c(-c4cccc(OC)c4)cc(=O)c3c2)cc1	-2.7	-3.6	-0.9	2.6	-1.1	-2.3	-18.6	3.9	2.6	0.1
COC(=O)c1ccccc1S(=O)(=O)N1CCC(c2nc3ccccc3o2)CC1	-5.3	0.7	0.7	7.7	-8.2	-1.6	12.4	-4.2	-18.5	0.2
CC1Cc2nc(SCC(=O)c3ccccc3)n(Cc3ccccc3)c(=O)c2S1 (stereo not given)	0.4	-8.5	1.9	-4.4	-2.0	8.9	20.5*	5.8	-43.1	-0.6
CCC(C(=O)NC1CCCC1)n1c(C2CCCC2)nc2ccccc21 (stereo not given)	-5.8	5.9	.	9.4	6.5	-6.6	-6.7	1.9	7.5	-0.1
Cc1ccc(S(=O)(=O)N2CCOCC2)cc1NC(=O)Nc1ccc([N+](=O)[O-])cc1	-8.0	2.2	-1.4	0.3	2.1	2.0	-13.3	1.8	14.9	0.3
Cc1ccc2c(c1)C(=O)C(=O)N2c1ccc(C(F)(F)F)cc1	-3.1	-3.3	0.8	-9.9	5.2	5.2	-49.5	12.7	1.6	0.8
CCCCOc1cccc(C2C(C(=O)c3ccc(C)o3)=C(O)C(=O)N2Cc2ccco2)c1 (stereo not given)	1.9	-7.3	-1.2	-2.5	2.5	-1.0	-3.0	19.9	-4.0	0.4

Grouped by structure: the compounds so far with an aryl methoxy group.
SMILES	NPR1 activator	ARFGAP1 inh	FXN GAA850 act	ASAP1 GAP inh	DDE Tn6 FP inh	GC-B act	ADAM10 inh	rCAG RNA binder	HGIII-sPLA2 inh	KLK7 zymogen act
COc1c(C)cc(Br)cc1C(=O)Nc1ccc(S(N)(=O)=O)cc1	-11.7	-1.9	2.9	4.9	-0.5	-7.3	1.8	9.2	-10.3	0.4
COc1ccc(C(=O)Nc2ccc3[nH]c(-c4cccc(OC)c4)cc(=O)c3c2)cc1	-2.7	-3.6	-0.9	2.6	-1.1	-2.3	-18.6	3.9	2.6	0.1

Arranged by molecular weight (high to low): 3 of the compounds above
SMILES	NPR1 activator	ARFGAP1 inh	FXN GAA850 act	ASAP1 GAP inh	DDE Tn6 FP inh	GC-B act	ADAM10 inh	rCAG RNA binder	HGIII-sPLA2 inh	KLK7 zymogen act
O=C(CN1CCN(C(c2ccccc2)c2ccccc2)CC1)N1N=CCC1c1ccccc1 (stereo not given)	5.5	5.1	-3.4	-5.8	0.5	-0.3	1.8	-8.7	0.9	0.3
CCC(C(=O)NC1CCCC1)n1c(C2CCCC2)nc2ccccc21 (stereo not given)	-5.8	5.9	.	9.4	6.5	-6.6	-6.7	1.9	7.5	-0.1
Cc1ccc2c(c1)C(=O)C(=O)N2c1ccc(C(F)(F)F)cc1	-3.1	-3.3	0.8	-9.9	5.2	5.2	-49.5	12.7	1.6	0.8

Later entries.
SMILES	NPR1 activator	ARFGAP1 inh	FXN GAA850 act	ASAP1 GAP inh	DDE Tn6 FP inh	GC-B act	ADAM10 inh	rCAG RNA binder	HGIII-sPLA2 inh	KLK7 zymogen act
COc1ccc(CCCC(=O)O)c(C)c1	1.3	0.8	1.4	2.3	7.3	-7.5	-13.9	-2.5	4.0	0.3
O=[N+]([O-])c1cc(S(=O)(=O)Nc2ccc(Cl)cc2)ccc1N/N=C/c1ccncc1	-25.9	8.3	3.7	-6.9	5.3	-10.6	4.4	3.8	-3.3	-0.8
CN(Cc1ccccc1F)c1ncnc2sccc12	8.3	-6.2	1.3	-1.0	1.1	7.7	-1.1	-1.2	-2.5	0.6
Cc1ccc(S(=O)(=O)N2CCCCC2C(=O)Nc2nncs2)cc1 (stereo not given)	5.2	-19.4	-0.9	1.6	7.5	-0.4	-3.6	1.3	-3.2	0.2
COCCc1nn2c(=O)cc(COC(=O)c3cc(OC)c(OC)c(OC)c3)nc2s1	1.8	3.8	-0.2	7.2	11.0	5.5	-2.9	-2.5	8.1	0.3
Cc1nnc(SCC(=O)N(Cc2ccccc2)C(C)C)n1-c1ccccc1	-1.8	-1.9	-0.4	10.1	1.1	-3.3	4.1	-4.0	2.8	0.1
O=C(COC(=O)CCC(=O)c1ccc(F)cc1)Nc1nnc(-c2ccccc2)o1	12.6	-4.1	-0.1	11.6	-9.0	-2.2	-0.2	14.5	-0.3	0.3
CNc1ccc(/C=C\CCCO)cn1	1.5	-1.2	5.2	1.6	3.8	1.9	i	-0.7	7.4	16.2*
CNC(=O)NC(=O)COC(=O)CCCSc1nc2ccccc2s1	-1.5	-9.3	-2.4	0.3	-0.9	-1.7	5.4	-4.3	-1.0	-0.3
COC(=O)c1cccc(Cn2ccc3ccc(-c4ccc5ccn(C(=O)c6ccccc6)c5c4)cc32)c1	3.0	.	.	.	11.7	-1.1	-47.4	12.2	-0.4	-6.7
Cc1ccc(S(=O)(=O)Nc2ccccc2C(=O)NCc2cccnc2)cc1	0.0	-5.3	0.9	-14.7	-2.0	3.0	-55.5	10.6	-1.8	-0.6
Cc1ccc(CNC(=O)CCc2cn(C)c3ccccc23)cc1	0.2	-6.0	1.7	5.2	-0.2	-4.8	3.9	-7.5	11.5	-0.4
Cc1ccc(S(=O)(=O)c2nc(S(=O)(=O)c3ccccc3)sc2N2CCN(CCO)CC2)cc1	-1.7	-1.6	-1.4	-7.1	-3.6	-5.5	1.9	-0.1	-11.6	0.3
Cc1c(O)ccc(NC(=O)/C=C/c2ccccc2)c1C	3.8	-8.2	1.3	-4.0	-0.3	2.4	-3.0	-3.5	-1.9	0.6
CCOc1cccc(=O)c2c(C)n(Cc3ccccc3)c(C)c12	0.8	-1.7	1.5	-8.8	-7.4	5.2	-7.5	1.3	-0.9	0.0
COc1ccc(C2CC(c3cccs3)=NN2C(=O)CN2CCCCC2)cc1 (stereo not given)	-3.5	-1.8	3.4	8.1	5.8	-0.2	-18.9	-7.4	-1.8	0.7
CCCCCCn1c(C)nc2c(c1=O)c1nc3ccccc3nc1n2/N=C/c1ccco1	5.7	6.0	2.0	-2.4	3.4	9.4	-108.8	6.6	-2.7	-1.9
O=C(O)/C=C/C(=O)Nc1ccc(F)cc1F	-1.3	-9.9	2.9	6.1	6.0	6.7	7.0	0.7	-6.2	-0.1
CN(C)C(=O)c1cn(CCC#N)nc1-c1ccc2ccccc2c1	-4.4	11.5	0.5	-7.5	-1.6	-0.9	3.8	3.8	-4.6	-0.1
Cc1ccccc1OCC(=O)OCC(=O)c1c[nH]c2ccccc12	0.7	2.4	0.9	3.8	-2.8	1.5	10.4	6.3	-15.1	-0.6
O=C(c1ccccc1)N1CCN(S(=O)(=O)N2CCCCC2)CC1	0.7	-5.0	0.1	9.4	-7.1	0.9	11.5	-4.2	-1.5	-0.1
CC(C)(C)C(=O)C(Cc1ccccc1Cl)n1cncn1 (stereo not given)	3.5	8.9	-1.5	14.3	-4.8	-0.2	3.8	4.4	8.2	-0.2
Cc1ccc(OCC(=O)Nc2cc(NC(=O)COc3ccc(C)cc3)cc(C(=O)O)c2)cc1	0.3	3.4	1.8	0.0	1.9	-0.9	-4.1	70.0*	7.4	0.7
COc1ccc(OC)c(S(=O)(=O)Nc2ccccc2C(=O)O)c1	-0.6	1.2	-3.5	6.9	-3.5	2.5	0.5	6.2	-9.8	-0.3
Cc1cccc(CSc2nnc(C)c(=O)n2N)c1	0.0	1.4	0.1	4.8	-3.0	1.8	9.9	1.2	-2.4	0.3
COc1ccc(NC(=O)CN(C)CC(=O)Nc2cccc(C(F)(F)F)c2)cc1	-3.4	13.4	-0.5	10.2	-2.9	6.9	4.8	-5.6	-5.9	-0.5
Nc1nc2ncccc2cc1C(=O)c1c[nH]c2ccccc12	-3.4	.	.	.	-4.3	1.5	-0.3	4.1	-6.7	-0.3
N#Cc1nc(-c2ccco2)oc1N1CCN(c2ccccc2)CC1	-0.8	5.6	-2.6	-3.8	1.5	-5.9	-5.9	-1.5	-5.2	1.1
Cc1nc(C(F)(F)F)ccc1C(=O)NCC(O)c1ccccc1 (stereo not given)	4.5	-7.7	2.1	0.2	3.2	5.5	-0.9	-1.3	11.2	-0.5
CNC(=O)c1c(NC(=O)c2ccc(S(=O)(=O)N(C)c3ccccc3)cc2)sc2c1CCN(C(C)C)C2	-1.0	2.2	.	0.4	0.2	0.4	-0.7	1.3	-10.8	-0.7
Cc1ccc(-n2c(SCC(=O)Nc3ccc(Oc4ccccc4)cc3)nnc2-c2cccc(C)c2)cc1	-2.0	.	.	.	-6.0	3.8	-8.0	8.1	0.3	0.5
Cc1nc(-c2ccc(C(=O)Nc3ccc(F)cc3)cc2)cs1	3.7	7.4	2.4	0.1	3.2	3.9	7.1	1.7	0.2	0.1
Cc1ccc2c(C)c(C(=O)N3CCCC(C(N)=O)C3)oc2c1C (stereo not given)	1.7	-6.0	2.9	5.7	9.7	5.6	-2.1	-4.8	0.5	-0.3
CCOc1ccc(C2C(C(=O)OC)=C(C)N=C3SCCC(=O)N32)cc1OCC (stereo not given)	-5.2	-1.5	3.3	-7.3	4.5	-5.0	1.5	2.6	-7.9	0.6
COc1ccc(OCCCC(=O)Nc2nc(-c3ccccn3)cs2)cc1	-3.9	-1.1	-1.0	1.1	-5.1	2.9	-3.9	0.7	-3.3	0.3
COC(=O)c1ccc([C@H]2CC(=O)O2)cc1	-2.0	4.0	2.2	9.0	-0.9	-0.7	2.6	-2.7	-0.5	0.3
O=C(c1ccc(CS(=O)(=O)c2ccc(Br)cc2)o1)N1CCN(C2CCCCC2)CC1	4.1	0.9	-1.8	-5.8	6.2	-0.1	-9.6	1.9	-3.1	0.3
